Source: PubChem BioAssay (The Scripps Research Institute Molecular Screening Center)
ASAP1 GAP inh: blocks human ASAP1-stimulated Arf1 GTP hydrolysis | inhibition, % at 16.5 µM | AID 624377 | 360,000 tested, 0.19% active | Q9ULH1 | GDP FP detection; in the data active = inhibition above about 25%;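 also: 0% = vehicle with enzyme and substrate and 100% = no enzyme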
Target sequence (Q9ULH1 325-724 limits assumed): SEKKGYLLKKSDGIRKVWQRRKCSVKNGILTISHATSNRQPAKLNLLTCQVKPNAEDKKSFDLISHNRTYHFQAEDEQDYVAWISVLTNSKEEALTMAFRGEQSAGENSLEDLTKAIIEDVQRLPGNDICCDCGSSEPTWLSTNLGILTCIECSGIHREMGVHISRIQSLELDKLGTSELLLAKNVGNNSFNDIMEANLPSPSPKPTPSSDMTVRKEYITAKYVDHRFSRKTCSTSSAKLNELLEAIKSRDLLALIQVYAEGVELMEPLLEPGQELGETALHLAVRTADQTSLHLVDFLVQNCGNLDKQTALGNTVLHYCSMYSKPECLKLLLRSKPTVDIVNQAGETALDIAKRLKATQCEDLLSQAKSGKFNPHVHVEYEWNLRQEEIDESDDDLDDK
ADAM10 inh: inhibits human ADAM10; O14672; recombinant ADAM10, EDANS/DABCYL FRET peptide cleavage, 3 h; inhibition, % at 7 µM; 370,000 tested, 0.62% active;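 active = inhibition above a per-campaign cutoff equal to the mean of compounds falling between control-based bounds plus 3 SD, cut at about 20% in these data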;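 also: 0% = DMSO wells while the 100% control is not disclosed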
Target sequence (O14672 214-748 limits assumed): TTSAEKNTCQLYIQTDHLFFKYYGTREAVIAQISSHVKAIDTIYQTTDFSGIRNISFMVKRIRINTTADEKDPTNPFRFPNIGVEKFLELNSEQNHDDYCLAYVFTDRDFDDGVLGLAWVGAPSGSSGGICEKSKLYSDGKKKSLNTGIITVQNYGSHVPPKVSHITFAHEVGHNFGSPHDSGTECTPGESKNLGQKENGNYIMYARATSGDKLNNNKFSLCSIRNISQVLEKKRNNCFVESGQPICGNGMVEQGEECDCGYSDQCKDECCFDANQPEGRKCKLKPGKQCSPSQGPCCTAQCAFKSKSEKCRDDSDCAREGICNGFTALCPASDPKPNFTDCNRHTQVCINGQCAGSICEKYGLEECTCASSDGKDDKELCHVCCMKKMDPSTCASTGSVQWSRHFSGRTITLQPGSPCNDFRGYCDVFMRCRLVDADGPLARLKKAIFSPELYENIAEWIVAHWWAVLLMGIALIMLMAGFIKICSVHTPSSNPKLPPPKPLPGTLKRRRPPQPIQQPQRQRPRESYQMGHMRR
DDE Tn7 FP inh: disrupts Tn7 cyclic peptide binding to fibrin D-Dimer-E complex. 370,000 tested, 0.13% active. inhibition, % at 8.3 µM. FP displacement of FITC-Tn7 peptide from fibrin DD(E); 0% = median of compound wells per plate. P02675;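 active = inhibition above the mean of compounds falling within the control limits plus 3 SD of them, cut at about 14% in these data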;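 also: 0% = plate median of compound wells and 100% = 10 µM Aha-Tn7 peptide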
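Assay system: human fibrin DD(E) protein / Input: 2 µM fibrin DD(E) / Benchmarks: high control of 10 µM Aha-Tn7 peptide / Measured by: fluorescence polarization of the labelled Tn7 tracer / Medium: Tris buffer with calcium and detergent, pH 7.8 / Timing: 10 min compound pre-incubation, 3 h probe incubation at room temperature / Repeats: one replicate per compound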
proKLK7 act: activates the human kallikrein-7 zymogen. purified proKLK7, EDANS-DABCYL substrate fluorescence; 100% is mature enzyme control, 0% vehicle. 370,000 tested, 0.9% active. AID 652039. activation, % at 7 µM;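 active = activation above the mean of all tested compounds plus 3 SD, computed per campaign excluding outliers beyond control limits, cut at about 13% in these data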
ADAM17 inh: ADAM17 inhibition, QFRET primary screen; 370,000 tested, 0.83% active; inhibition, % at 6.95 µM; recombinant ADAM17, EDANS/DABCYL FRET peptide cleavage; P78536;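 active = inhibition above the mean of compounds lying between control limits plus 3 SD, set per campaign, cut at about 8.5% in these data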;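 also: 0% = DMSO-only wells as the low control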
Tn6 DDE FP: inhibitors of Tn6 peptide binding to human fibrin DD(E). Fibrin DD(E) TRITC-Tn6 fluorescence polarization displacement. 370,000 tested, 0.21% active. inhibition, % at 8.3 µM. P02675;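 active = inhibition above a per-campaign cutoff: mean of compounds within control limits plus 3 SD, cut at about 15% in these data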;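 also: 0% = median of all compound wells on the plate and 100% = blocking peptide control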
PLC-gamma1 inh: inhibitors of human phospholipase C gamma1. purified PLC-gamma1, fluorogenic substrate, fluorescence. inhibition, % at 12.2 µM. 370,000 tested, 0.84% active. AID 720700; in the data active = inhibition above about 9.5%
TDP2 absorb: blocks human TDP2 phosphodiesterase activity; O95551; recombinant TDP2, T5PNP hydrolysis, p-nitrophenol absorbance 415 nm; inhibition, % at 12.8 µM; 370,000 tested, 0.34% active; AID 720702;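 active = inhibition above the mean of all tested compounds plus 3 SD, set per campaign, cut at about 25% in these data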;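 also: 0% = DMSO with enzyme and 100% = buffer with substrate but no TDP2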
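Test system: human TDP2 enzyme; Input: 120 nM TDP2 per well; Buffer or medium: Mg2+-containing Tris-HCl buffer, pH 7.5; Reagent: 5 mM T5PNP; Dosing: 12.8 µM single point, 1% DMSO; Incubation: reaction 2 h, 37 °C; Detection: p-Nitrophenol epi absorbance; Read-out: % inhibition relative to enzyme-containing and enzyme-free wells; Replicates: single well per compound.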
ARFGAP1 inhibitor: inhibitors of rat ARFGAP1; 360,000 tested, 0.26% active; inhibition, % at 16.5 µM; Arfgap1-stimulated ARF1 GTP hydrolysis, GDP FP detection;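 active = inhibition above a per-plate limit, mean inhibition of low control wells plus 3 SD, cut at about 25% in these data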;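 also: 0% = DMSO wells with enzyme and 100% = wells lacking Arfgap1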
Target sequence (Q62848 1-136 limits assumed): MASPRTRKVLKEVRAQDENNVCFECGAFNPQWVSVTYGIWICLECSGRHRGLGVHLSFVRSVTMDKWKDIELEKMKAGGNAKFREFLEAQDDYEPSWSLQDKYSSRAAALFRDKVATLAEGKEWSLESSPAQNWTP
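Material: rat Arfgap1 catalytic domain, aa 1-136; also added: human ARF1(Δ1-17)-GTP substrate; compound dosing: one concentration, 16.5 µM, DMSO 1.26%; incubation: GTP hydrolysis reaction 2 h at 25 °C; measured by: Tracer-displacement fluorescence polarization with EDTA stop, 620/688 nm; evaluation: % inhibition from polarization; repeats: one replicate per compound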
LEDGF integ inh: blocks HIV-1 LEDGF/p75-dependent DNA integration; 370,000 tested, 0.64% active; TR-FRET IN-LEDGF/p75 DNA integration, Eu/Cy5; inhibition, % at 3.7 µM; AID 743269;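 active = inhibition above the screen-wide mean plus 3 SD, cut at about 13% in these data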;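 also: signal is the Cy5 over europium emission ratio at 671 and 618 nm; 0% = plate median of compound wells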
* marks the source's active call; other numbers are inactive results; i = inactive; . = no result given.

SMILES | ASAP1 GAP inh | ADAM10 inh | DDE Tn7 FP inh | proKLK7 act | ADAM17 inh | Tn6 DDE FP | PLC-gamma1 inh | TDP2 absorb | ARFGAP1 inhibitor | LEDGF integ inh
CCOc1ccc(-c2c(C(=O)N/N=C/c3ccc(OC)cc3)nnn2-c2nonc2N)cc1 | -7.0 | -7.7 | -1.7 | -1.1 | -2.5 | 0.7 | -1.9 | 7.0 | -1.5 | -0.8
CSc1ncnc2c1ncn2CCCNCc1ccc(C)o1 | -1.8 | -1.9 | -1.5 | 0.6 | 1.1 | -3.1 | 4.7 | -10.4 | -2.3 | 1.8
Cc1cccc(NC(=O)c2c([N+](=O)[O-])c(C(C)(C)C)nn2C)c1 | -2.6 | 7.0 | 10.1 | -0.6 | 2.5 | 7.6 | 0.8 | 1.0 | 5.2 | 1.4
CCCC(NCC(O)COc1ccc(-c2ccccc2)cc1)c1ccccc1 (stereo unspecified) | 9.5 | 12.1 | -0.6 | -0.1 | 4.7 | -6.9 | 7.9 | -14.9 | 6.0 | 8.4
COc1ccc(NC(=O)C2(C)Cc3c(-c4ccc(C(N)=O)cc4)ccnc3O2)cc1OC (stereo unspecified) | -2.5 | 2.8 | 6.3 | 0.1 | -4.1 | 5.1 | 4.2 | 0.5 | -12.2 | -0.2
O=C(NC(c1ccc(Cl)cc1)c1cnccn1)C1CCN(CCCOc2ccccc2)CC1 (stereo unspecified) | 4.4 | -3.2 | -6.3 | -0.3 | 0.0 | -0.7 | 1.4 | 9.4 | 22.7 | -0.1
Cc1ccccc1Nc1nc(N)nc(COC(=O)c2cccc(S(=O)(=O)NCc3ccccc3)c2)n1 | 12.8 | 22.9* | -6.9 | -0.2 | 4.2 | -4.5 | 5.8 | -4.8 | 2.3 | 2.4
Cc1cc(N2O[C@]34C=C[C@]25C[C@@H](O)CC[C@]5(C)C3CC[C@]2(C)[C@@H]([C@H](C)/C=C/[C@H](C)C(C)C)CC[C@H]24)no1 (stereo partly specified) | 0.7 | -13.7 | 2.3 | 0.6 | -3.1 | -9.4 | 0.7 | 4.3 | -3.6 | -1.3
COc1ccc(NC(=O)COC(=O)CC2CCCC2)cc1 | -10.9 | -0.7 | 5.9 | 0.1 | 4.8 | 3.5 | 3.4 | -13.2 | -9.4 | 1.9
CC(C)COC(=O)Nc1ccc(C(=O)O)cc1 | 1.8 | 3.9 | -0.1 | 1.0 | 1.0 | -17.1 | 3.5 | -3.6 | -0.1 | 2.3
O=C(CCc1nnc(CCCc2ccccc2)o1)NCC(F)(F)F | -2.2 | -0.2 | 2.4 | 0.6 | 1.4 | 5.3 | 0.3 | -10.6 | -1.8 | 3.8
Cc1ccc(N2CC(C(=O)Nc3c4c(nn3C(C)(C)C)CS(=O)(=O)C4)CC2=O)cc1 (stereo unspecified) | -8.9 | -1.6 | -6.8 | 0.0 | 1.1 | -2.3 | 2.1 | -9.7 | -0.7 | 3.1
O=[N+]([O-])c1ccc(OCC(O)CN2CCN(c3ccccc3F)CC2)cc1 (stereo unspecified) | 3.4 | 2.0 | 10.6 | 0.2 | 2.8 | 3.6 | 0.1 | 3.7 | -14.6 | 0.8
COc1cc2c(C#N)c(N3CCN(C)CC3)nc(N)c2c(N)n1 | -1.0 | i | -1.6 | 65.2* | -327.7 | -10.6 | i | 11.8 | 12.5 | 0.8
O=C1C(F)=CC(COC(c2ccccc2)(c2ccccc2)c2ccccc2)OC1n1cc(F)c(=O)[nH]c1=O (stereo unspecified) | -1.8 | 14.0 | -8.1 | -0.6 | 5.0 | 3.5 | 1.1 | -5.7 | -18.3 | 8.7
CC(=O)c1ccc2ccccc2c1OC(=O)c1ccncc1 | -3.1 | -19.4 | -0.5 | 3.3 | -4.3 | 6.8 | -19.0 | 2.4 | 9.2 | -3.8
O=C(Nc1ccc2c(c1)OCCO2)C1c2ccccc2OCC(=O)N1Cc1ccco1 (stereo unspecified) | -5.0 | -1.1 | 12.3 | 0.2 | 6.1 | -4.2 | 1.3 | -6.7 | 4.3 | 4.0
Cc1nnc(NC(=O)c2ccc(F)c(S(=O)(=O)N3CCOCC3)c2)s1 | -16.0 | 0.2 | -7.0 | -0.3 | 0.1 | -8.6 | -4.3 | 4.9 | 13.9 | -0.4
COc1ccc(-n2cc(CNC3CCC(O)CC3)c(-c3cccc(F)c3)n2)cc1 (stereo unspecified) | -12.3 | 4.1 | -5.6 | -0.5 | -2.7 | -8.6 | 2.2 | -3.7 | -4.6 | 5.9
Cc1ccc(NC(=S)NNC(=O)c2c([N+](=O)[O-])c(C)nn2C)cc1 | -14.3 | 7.4 | -2.7 | -0.4 | 12.4* | 2.4 | 6.8 | -8.0 | -2.1 | 4.1
COc1ccc(CC(=O)Nc2c(C(N)=O)oc3ccccc23)cc1 | -0.6 | -0.8 | -4.1 | -0.3 | -2.4 | -0.7 | -0.2 | -0.6 | 5.7 | 2.4
Cc1ccc(C)c2c1cc(C)c1nnc(SCC(=O)NCc3ccc4c(c3)OCO4)n12 | 2.8 | -2.0 | -6.3 | 0.3 | 1.6 | -6.4 | 1.1 | -12.0 | -8.7 | 0.6
COc1ccc(/C=N/NC(=O)CCOc2ccccc2C)cc1OC | 0.1 | -0.7 | 9.0 | -1.0 | -1.7 | 1.1 | -1.1 | 3.0 | 8.4 | -2.8
O=S(=O)(NCC(c1ccco1)N1CCN(c2ccccc2F)CC1)c1ccc(F)cc1 (stereo unspecified) | -7.3 | 17.4 | 0.7 | -0.5 | 1.6 | 4.8 | -0.5 | -1.0 | 15.7 | 1.0
COc1ccc(S(=O)(=O)N2CCCCCC2)cc1C(=O)N1CCN(c2ccccc2C)CC1 | -1.2 | -6.2 | -0.1 | -0.3 | 3.8 | -10.9 | 2.9 | -10.4 | 4.3 | -1.9
CCCCC(=O)NC(=S)Nc1cc(C(=O)O)ccc1OC | -6.5 | 0.3 | 2.4 | 0.6 | -0.9 | 3.7 | 2.3 | 5.5 | -13.0 | 2.5
C=C1C(=O)[C@]23C[C@H]1CCC2[C@@]1(C)C(C[C@@H]3O)[C@](C)(C(=O)OC)CC[C@@H]1O (stereo partly specified) | -4.5 | -15.3 | 5.1 | 0.1 | -6.1 | -8.3 | -0.7 | 0.6 | -5.6 | -2.5
O=C(CCCN1C(=O)c2ccccc2C1=O)Oc1ccc(F)cc1 | -2.9 | -1.2 | 0.9 | 0.1 | -3.2 | -2.4 | 2.2 | -18.8 | 10.8 | 2.1
CCOC(=O)[C@]12CCC=C1N(Cc1ccco1)C(=O)[C@H](CC(=O)N1CCSCC1)C2 | -5.9 | -14.3 | 6.0 | 0.4 | -3.3 | 2.3 | -1.2 | 0.7 | 2.8 | -2.1
COc1ccc(C2C(C#N)=C(/N=C/N3CCN(C)CC3)OC3=C2C(=O)CC(C)(C)C3)cc1OC (stereo unspecified) | 1.0 | 7.7 | 1.0 | 0.6 | -3.8 | -2.3 | 0.7 | 6.0 | 9.9 | -2.2
COc1ccc(CCNC(=O)c2ccc(OCc3c(C)noc3C)c(OC)c2)cc1 | 9.3 | -2.6 | -1.4 | -0.1 | -4.5 | -1.8 | 1.5 | 6.3 | 0.9 | 0.1
CC(C)(CC(=O)OCC(=O)Nc1ccccc1F)CC1=NS(=O)(=O)c2ccccc2N1 | 4.8 | -0.6 | 5.8 | 0.1 | -2.8 | 3.8 | 5.4 | 0.7 | -13.0 | 1.8
CCOC(=O)CSc1ccc(C(=O)N2CCN(C)CC2)cc1[N+](=O)[O-] | -18.8 | 2.6 | 1.0 | 0.6 | -1.5 | 5.9 | -1.3 | 2.2 | -11.9 | -4.2
O=C(OCC1OC(n2ccc(=O)[nH]c2=O)C2OC12)c1ccccc1 (stereo unspecified) | -10.4 | -2.0 | 1.2 | -0.4 | 0.5 | 11.4 | 2.7 | 6.0 | 1.6 | 2.1
COc1ccc(Br)cc1C(=O)Nc1ccc(C(=O)O)cc1 | -0.4 | -0.8 | -0.1 | -0.8 | -2.8 | -8.1 | 0.1 | 4.3 | -4.8 | 6.6
N/C(=N\NS(=O)(=O)c1cc(C(F)(F)F)cc(C(F)(F)F)c1)c1ccccn1 | -12.5 | 5.3 | 1.4 | -0.1 | -2.0 | 6.4 | -3.5 | -18.2 | 1.1 | -3.4

As entered above.
`Cc1ccc(N2CC(C(=O)Nc3c4c(nn3C(C)(C)C)CS(=O)(=O)C4)CC2=O)cc1` (stereo unspecified) @ ADAM10 inh = -1.6
`COc1ccc(NC(=O)C2(C)Cc3c(-c4ccc(C(N)=O)cc4)ccnc3O2)cc1OC` (stereo unspecified) @ LEDGF integ inh = -0.2

(list continues)
SMILES | ASAP1 GAP inh | ADAM10 inh | DDE Tn7 FP inh | proKLK7 act | ADAM17 inh | Tn6 DDE FP | PLC-gamma1 inh | TDP2 absorb | ARFGAP1 inhibitor | LEDGF integ inh
Cc1csc(N/N=C/c2ccccc2F)n1 | 8.3 | 6.2 | 7.1 | -0.5 | -3.8 | 3.4 | -28.2 | 3.2 | -2.4 | -4.5
COC(=O)c1ccc(/C=N/OCC(=O)NC2CCCCCCC2)cc1 | 0.6 | 2.8 | 3.8 | 0.3 | -3.5 | -3.1 | -29.2 | -4.4 | -5.7 | -3.5
CC(C)NC(=O)c1cnc(N2CCN(c3ccccn3)CC2)c2ccccc12 | -5.0 | -11.8 | 0.3 | -0.1 | -4.2 | 2.1 | -10.8 | -4.6 | -8.8 | 0.8
O=C(Nc1ccc(O)cc1)/C(=C\C=C\c1ccccc1)NC(=O)c1ccccc1 | 5.4 | 2.3 | 0.4 | 0.3 | 2.9 | 3.7 | -3.2 | 1.6 | 5.2 | 2.5
CC(C)(C)OC(=O)N1CCC(N[C@@H](Cc2c[nH]c3ccccc23)C(=O)NCCc2c[nH]c3ccccc23)(C(=O)NC2CCCCC2)CC1 | . | 25.6* | 6.0 | . | 9.2* | -6.9 | 4.3 | 12.7 | . | -1.6
O=C(NCCO)c1c(O)c2cccc3c2n(c1=O)CC3 | -10.9 | -89.3 | 4.1 | 0.2 | -25.7 | -4.8 | -4.8 | -3.2 | -3.2 | -6.7
O=C(CCCc1ccccc1)NC1CC1 | -5.0 | 3.8 | -7.0 | 0.3 | 4.4 | -2.8 | 0.1 | 0.5 | 19.1 | 2.6
CCCCCCCC(=O)N/N=C(\C)c1ccc(O)cc1O | 6.6 | -4.2 | -6.0 | -0.8 | 0.5 | 0.3 | -2.5 | -5.4 | -3.6 | -0.4
